RGS7-Gao: human RGS7-Galphao interaction regulation; P09471; Multiplexed bead flow cytometry, RGS7-Galphao binding; actives lie on both sides; binding response (% of control), % at 10 µM; 0.35% of 220,000 active; AID 1439; in the data active = binding response below about 49% or above about 150%; inconclusive = no clear call, values can overlap the other calls; inactive = in between;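 note: fluorescent Galphao held in activated GDP-AlF4 state binding bead-coupled RGS7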
Bcl-XL Bim block: human Bim-Bcl-XL interaction inhibition | inhibition, % at 10 µM | Q07817 | Bim peptide-Bcl-XL binding, bead flow cytometry, fluorescence | 0.04% of 190,000 active
Target sequence (Q07817 whole entry, looked up): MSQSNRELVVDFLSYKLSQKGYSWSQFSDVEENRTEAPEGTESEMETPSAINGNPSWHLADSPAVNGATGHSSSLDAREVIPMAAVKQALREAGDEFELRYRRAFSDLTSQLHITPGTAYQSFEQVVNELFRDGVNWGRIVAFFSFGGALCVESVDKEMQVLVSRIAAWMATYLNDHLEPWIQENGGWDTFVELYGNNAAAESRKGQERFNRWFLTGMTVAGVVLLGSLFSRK
RGS4-Gao reg: human RGS4-Galphao interaction regulation. Multiplexed bead flow cytometry, RGS4-Galphao binding; actives lie on both sides. 0.33% of 220,000 active. binding response (% of control), % at 10 µM; in the data active = binding response below about 49% or above about 150%; inactive = in between;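 note: fluorescent Galphao activated with aluminum fluoride binding bead-coupled RGS4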
Bfl-1 Bim block: inhibitors of Bim-Bfl-1 interaction, human. Q16548. Bead-based flow cytometry, Bim-Bfl-1 binding inhibition. inhibition, % at 10 µM. 0.12% of 190,000 active;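 note: 0% = wells without compound plus tracer and 100% = blocker peptide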
Bcl-W Bim block: human Bim-Bcl-W interaction inhibition; Q92843; bead-based flow cytometry, Bim peptide-Bcl-W binding; inhibition, % at 10 µM; 0.02% of 190,000 active; AID 952;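 note: 0% = bound tracer without compound and 100% = peptide blocker; higher means less fluorescent Bim peptide bound to Bcl-W beads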
Target sequence (Q92843 whole entry, looked up): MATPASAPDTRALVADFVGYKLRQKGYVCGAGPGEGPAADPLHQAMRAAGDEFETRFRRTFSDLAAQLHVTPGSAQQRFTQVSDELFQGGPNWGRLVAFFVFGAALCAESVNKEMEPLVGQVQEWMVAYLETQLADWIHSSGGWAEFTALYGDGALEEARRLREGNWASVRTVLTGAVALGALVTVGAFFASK
Mcl1-Bid inh: disrupts binding of human Mcl-1 to Bid peptide; TR-FRET Mcl-1/Bid-Dy647 peptide binding, 1536-well; 0.97% of 220,000 active; AID 1021; inhibition, % at 21.7 µM; Q07820;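 active = compounds that cut the binding signal by more than half at the single screening dose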;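 note: His-tagged Mcl-1 with europium anti-His antibody binding Bid BH3 peptide; 0% = Mcl-1 plus peptide wells and 100% = peptide-only wells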
Target sequence (Q07820 whole entry, looked up): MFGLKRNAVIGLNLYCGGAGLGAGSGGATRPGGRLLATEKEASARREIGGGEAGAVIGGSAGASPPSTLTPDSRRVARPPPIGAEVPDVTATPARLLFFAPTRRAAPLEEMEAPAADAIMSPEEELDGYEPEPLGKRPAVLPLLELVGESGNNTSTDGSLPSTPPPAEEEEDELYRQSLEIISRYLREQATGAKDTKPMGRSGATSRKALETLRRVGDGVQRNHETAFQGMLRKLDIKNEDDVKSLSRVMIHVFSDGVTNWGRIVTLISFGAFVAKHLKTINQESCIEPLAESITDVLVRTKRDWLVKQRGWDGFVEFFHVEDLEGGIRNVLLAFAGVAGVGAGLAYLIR
Mcl-1 Bim block: inhibitors of Bim-Mcl-1 interaction, human | Bead-based flow cytometry, Bim peptide-Mcl-1 binding | inhibition, % at 10 µM | Q07820 | AID 1009 | 0.1% of 190,000 active;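 note: 0% = no compound tracer wells and 100% = peptide blocker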
Mcl1 Noxa PPI: Mcl-1/Noxa interaction inhibition. Q07820. AID 1022. 1.5% of 220,000 active. TR-FRET Mcl-1/Noxa peptide binding, 2 h. inhibition, % at 21.7 µM;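 active = compounds that cut the protein-peptide binding signal by more than 50% relative to plate controls in a single-dose test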;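 note: His-tagged Mcl-1 with rhodamine Noxa BH3 peptide and terbium anti-His antibody; 0% = Mcl-1 plus Noxa peptide wells and 100% = peptide-only wells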
RGS8-Gao reg: regulators of human RGS8-Galphao interaction | multiplexed bead flow cytometry, RGS8-Galphao binding; actives lie on both sides | response (percent of control binding), % at 10 µM | 0.34% of 220,000 active | AID 1423; in the data active = response below about 60% or above about 140%; inactive = in between;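 note: Galphao activated as the GDP aluminium fluoride complex binding bead-coupled RGS8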
Bim-Bcl-B: inhibitors of Bim-Bcl-B interaction, human. Q9HD36. bead-based flow cytometry, Bim peptide-Bcl-B binding. inhibition, % at 10 µM. 0.073% of 190,000 active. AID 951;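 note: 0% = tracer peptide without compound and 100% = reference inhibitor peptide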
Bcl-2 Bim block: human Bim-Bcl-2 interaction inhibition; inhibition, % at 10 µM; Bead-based flow cytometry, Bim peptide-Bcl-2 binding; 0.06% of 190,000 active; in the data active = inhibition above about 40%; inconclusive = no clear call, values can overlap the other calls;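 note: 0% = no compound wells with probe peptide and 100% = reference peptide inhibitor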
Target sequence (P10415 whole entry, looked up): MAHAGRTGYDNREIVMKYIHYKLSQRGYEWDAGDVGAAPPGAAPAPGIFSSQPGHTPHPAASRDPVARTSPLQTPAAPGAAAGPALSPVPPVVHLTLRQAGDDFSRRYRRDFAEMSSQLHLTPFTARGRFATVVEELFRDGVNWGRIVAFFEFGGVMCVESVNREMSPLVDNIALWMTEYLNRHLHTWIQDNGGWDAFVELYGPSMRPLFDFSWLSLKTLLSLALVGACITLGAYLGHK
* marks the source's active call; other numbers are inactive results; u = inconclusive; x = not tested or not shown. Cut-off read from the data, not from the text of the source, unless noted: active = inhibition above about 40%. Compounds as they come (roughly 2.7% active in at least one column).

SMILES	RGS7-Gao	Bcl-XL Bim block	RGS4-Gao reg	Bfl-1 Bim block	Bcl-W Bim block	Mcl1-Bid inh	Mcl-1 Bim block	Mcl1 Noxa PPI	RGS8-Gao reg	Bim-Bcl-B	Bcl-2 Bim block
O=C(CN(c1ccc(Cl)cc1)S(=O)(=O)c1ccc(Cl)c([N+](=O)[O-])c1)NCCc1ccc(F)cc1	98	1	98	1	0	-4	0	24	91	-1	2
COC(=O)C1=C(C)N(C)C(=S)NC1c1c(OC)ccc2ccccc12 (centres undefined)	u	-6	100	-7	-2	-50	0	7	100	-2	-2
O=C(OCc1ccccc1)C1=NNC2C(=O)N(c3ccccc3)C(=O)C12 (centres undefined)	99	-4	98	-2	-1	20	-3	2	101	-6	-7
Cn1c(/C(C#N)=C(\O)COc2ccc3ccccc3c2)nc2ccccc21	105	0	102	-5	4	-17	0	17	101	-5	-5
COc1ccccc1Nc1nc(N)nc(CSC(=S)N2CC(C)CC(C)C2)n1 (centres undefined)	98	-2	99	0	-1	-36	-1	-4	100	-3	-3
CCc1cc(C(=O)N2CCCC(C(=O)c3cccc4ccccc34)C2)n(C)n1 (centres undefined)	102	-2	99	-5	-3	-25	2	13	100	-2	0
CC(=O)OC(C)CS(=O)(=O)c1ccccc1 (centres undefined)	30*	-3	35*	-9	-1	-8	-1	2	29*	-10	-2
COc1ccc(-n2ccnc2SCC(=O)NO)cc1	u	0	100	6	0	-19	0	12	102	3	0
Cc1nc2sc(C(=O)c3ccccc3)c(N)c2c(C)c1C	94	-1	99	-8	-2	-19	-1	5	99	-6	-9
CCOc1cc(S(=O)(=O)NC2CC2)c(OCC)cc1-n1cnnn1	99	-7	98	-14	0	-65	-2	-18	100	-5	-12
CCOC(=O)CSc1nc2c(c(=O)n(C)c(=O)n2C)n1CCCc1ccccc1	109	-10	105	-12	-1	10	-4	11	107	-6	-2
Fc1ccccc1COc1ccc(-c2nnn(Cc3ccccc3F)n2)cc1	103	-6	100	-14	-1	-14	0	18	102	-7	-8
Cc1nn(-c2ccccc2)c(Cl)c1C1C(C#N)=C(N)Oc2c1c(C)nn2-c1ccccc1 (centres undefined)	100	-4	95	0	-3	-26	-2	60*	100	-1	-1
Brc1cccc(CN2CCCCCCC2)c1	95	3	99	-1	0	6	3	16	100	0	0
CC(C)(C)c1ccc(C(=O)c2c[nH]c(C(=O)NCCCN3CCOCC3)c2)cc1	98	-3	103	-5	-2	-21	-3	18	103	-3	-2
O=C(NC1CCCCC1)C1CCCN1C(=O)NCc1ccccc1 (centres undefined)	100	-10	99	-11	6	-4	0	8	101	-3	-6
CN1CCN(Cc2cc(COCc3ccccc3)c3cccnc3c2O)CC1	104	-2	106	0	-3	-80	-5	-51	102	-1	-4
CCOC(=O)C1CCCN(c2ncnc3c2[nH]c2cccc(OC)c23)C1 (centres undefined)	97	0	99	0	0	-8	0	19	101	0	1
COc1cc(/C=N/Nc2ncnc3sc4c(c23)CCC4)ccc1O	102	-3	100	-9	-2	-4	0	36	101	-7	-5
O=[N+]([O-])c1ccc(OCCO)c(P(=O)(c2ccccc2)c2ccccc2)c1	u	x	105	x	x	-14	x	3	102	x	x
Cn1nc(C(C)(C)C)cc1C(=O)Sc1cccc(Br)c1	u	x	94	x	x	2	x	-20	98	x	x
Cc1nn(CC(=O)Nc2ccccn2)c(=O)c2ccccc12	101	-3	101	-17	-3	12	-1	10	101	-5	-8
CC(=O)c1ccc(NC(=S)N2CCCC(CO)C2)cc1 (centres undefined)	98	-4	99	-7	-6	-41	-3	18	101	-8	-7
O=C(NCc1cccnc1)c1cccn1-c1ncc(C(F)(F)F)cc1Cl	93	-4	92	-4	-4	-7	-2	4	97	-4	-3
CCc1nnc(NC(=O)c2cc(-c3cccnc3)nc3ccccc23)s1	u	-2	98	-4	0	0	0	34	99	-5	-3
Cc1ccccc1N1CCN(C(=O)c2ccccc2NC(=O)c2ccccc2C(=O)O)CC1	95	-3	99	-6	-4	-25	0	13	99	-4	-2
Cc1ccc(N2C(=O)C3CC(c4ccccc4)=C4C5C=CC(C6C(=O)N(c7ccc(C)cc7)C(=O)C56)C4C3C2=O)cc1 (centres undefined)	103	4	102	12	3	-28	-3	-11	107	5	9
O=C(NC(=S)NCCO)c1sc2ccccc2c1Cl	106	2	103	3	-2	-40	-2	11	100	1	0
COc1ccc(Nc2cc(C)nc(-n3nc(C)cc3C)n2)cc1	97	0	103	-10	6	13	-3	11	102	-9	-10
CCOC(=O)C1=C(C(F)(F)F)Nc2ncnn2C1c1ccc(OC)cc1OC (centres undefined)	99	0	100	1	0	-5	0	29	101	-5	1
CC(=O)NC1(C(=O)O)CCCC1	u	x	105	x	x	-10	x	2	97	x	x
FC(F)(F)c1ccc(CN2CCCCCC2)cc1	94	0	98	-9	4	43	4	28	96	0	-2
CCc1nnc(NC(=O)CSc2nnc3c4ccccc4n(C)c3n2)s1	97	3	95	-13	2	5	3	x	100	-3	-10
Cc1ccc(S(=O)(=O)/N=S(\C)CC2CC2(Cl)Cl)cc1 (centres undefined)	92	-4	98	-12	0	-21	-2	5	97	-8	-11
CCOc1cc(CNCC(C)C)c(Cl)cc1OCC(=O)Nc1ccccc1	88	0	93	-2	-3	-15	2	-1	98	0	0
O=C(c1ccccc1)N1CCN(Cc2cccc(Oc3ccccc3)c2)CC1	97	-7	104	-5	-4	20	-3	27	102	-4	-1
CC(=O)Nc1ccc(C(=O)N(C)C(C(=O)Nc2ccccc2)c2ccccn2)cc1 (centres undefined)	96	-8	100	-11	-3	-7	-3	-3	101	-5	-2
Cc1nn(Cc2ccccc2)c2c1C(c1cccc(Cl)c1)C(C#N)=C(N)O2 (centres undefined)	98	5	101	-8	6	0	0	11	101	-6	-5
CC(C)NS(=O)(=O)c1ccc(OCC(=O)NCc2ccccc2)cc1	102	1	101	0	0	-18	1	12	111	1	0
CCOC(=O)N/N=C(/C)c1cccc(-n2cnnn2)c1	99	1	105	-4	0	-8	-1	10	105	-3	-2
C=C(C)COc1ccc(-c2[nH]ncc2Oc2ccccc2OC)c(O)c1	102	1	100	0	-3	16	0	6	102	0	1
CCOC(=O)c1cnc(SC)nc1Sc1ccccc1	99	-7	102	-14	-1	-23	-6	-7	101	-12	-9
Cc1ccc(-c2noc(CCC(=O)N3CCCC3)n2)cc1	106	-2	104	-1	-2	-2	-3	5	100	-2	0
Cc1cc(N2CCN(c3cccc(C(F)(F)F)c3)CC2)n2ncnc2n1	104	-7	99	-9	4	-18	3	-6	100	-4	-4
Cc1ccc(NC(=O)c2c(-c3c(F)cccc3Cl)noc2C)cc1F	101	-8	103	-17	-3	-5	-3	9	102	-10	-10

Part of the list above in order of SMILES length, descending:
SMILES	RGS7-Gao	Bcl-XL Bim block	RGS4-Gao reg	Bfl-1 Bim block	Bcl-W Bim block	Mcl1-Bid inh	Mcl-1 Bim block	Mcl1 Noxa PPI	RGS8-Gao reg	Bim-Bcl-B	Bcl-2 Bim block
C=C(C)COc1ccc(-c2[nH]ncc2Oc2ccccc2OC)c(O)c1	102	1	100	0	-3	16	0	6	102	0	1
CCOc1cc(CNCC(C)C)c(Cl)cc1OCC(=O)Nc1ccccc1	88	0	93	-2	-3	-15	2	-1	98	0	0
CCOC(=O)c1cnc(SC)nc1Sc1ccccc1	99	-7	102	-14	-1	-23	-6	-7	101	-12	-9
FC(F)(F)c1ccc(CN2CCCCCC2)cc1	94	0	98	-9	4	43	4	28	96	0	-2

Carrying on:
SMILES	RGS7-Gao	Bcl-XL Bim block	RGS4-Gao reg	Bfl-1 Bim block	Bcl-W Bim block	Mcl1-Bid inh	Mcl-1 Bim block	Mcl1 Noxa PPI	RGS8-Gao reg	Bim-Bcl-B	Bcl-2 Bim block
CN(C)S(=O)(=O)Nc1ccc(NS(=O)(=O)N(C)C)c(S(=O)(=O)c2ccccc2)c1	97	-2	96	2	0	-43	0	17	98	5	5
O=c1[nH]cnc2cc(Cl)ccc12	98	-1	98	-11	1	-48	3	-6	101	-5	-2
CC(Sc1ccccc1)C(=O)Nc1ccc(N2CCOCC2)cc1 (centres undefined)	97	-3	96	-1	-3	-26	-1	12	96	1	-3
Cc1cc(NC(=O)CSc2nnc(-c3ccncc3)n2C)n(-c2ccccc2)n1	u	x	102	x	x	-27	x	9	101	x	x
O=c1c(Cc2ccccc2O)c(O)nc2n1CCCS2	98	-5	101	-5	-5	-14	-4	34	100	-11	-4
Cn1nc(C(=O)NC2CCCCCC2)ccc1=O	101	-3	99	-16	-1	-11	-4	-10	100	-8	-10
O=C(NN=C1CCCCCCCCCCC1)c1ccccc1F	108	1	104	-12	3	9	2	27	112	0	-4
CCOC(=O)C1=C(N)N2C(=O)C(C)SC2=C(C(=O)OCC)C1c1ccc(O)cc1 (centres undefined)	u	x	97	x	x	-83	x	-4	100	x	x
CC(=O)c1ccc(N2CCN(C(=O)c3nn(Cc4ccccc4)c(=O)c4ccccc34)CC2)cc1	106	-2	106	-2	2	-5	-1	16	107	-2	0
CC1CCCC(C)N1C(=O)CSc1nnc(COc2ccccc2)n1-c1ccccc1 (centres undefined)	100	-3	101	-14	1	16	0	-11	100	-4	-7
Cc1cccc(NCCC(=O)c2ccc(Br)cc2)c1	102	3	101	8	0	-62	0	14	101	6	12
O=C(COC(=O)c1ccc2[nH]c3c(c2c1)CCCC3)Nc1ccccc1	98	1	100	3	1	-15	0	8	83	0	0
Cc1noc(C)c1S(=O)(=O)Nc1ccccc1OC(F)(F)F	u	x	96	x	x	49	x	-1	100	x	x
COC(=O)C1=CN(C)C=C(C(=O)OC)C1c1ccc(O)c(OC)c1	101	3	97	0	0	-10	0	2	111	1	4
Cn1c(SCc2nc3ccccc3[nH]2)nnc1-c1ccccn1	103	-5	102	-14	0	-53	-3	-2	102	-2	-5
COc1ccc(N/C=C2/CCCCC2=O)cc1	100	-10	103	-9	-2	-1	-4	-6	99	-9	-9
COc1ccc(-n2nc3c(c2NC(=O)c2c(F)cccc2Cl)CS(=O)C3)cc1 (centres undefined)	99	-7	100	-4	-6	-5	0	4	100	-8	-5
CC(C)c1ccccc1NC(=O)COC(=O)/C=C/c1cccc([N+](=O)[O-])c1	100	-4	103	-2	-3	-8	-5	8	100	-3	-2
COc1cc(OC)c(OC)cc1CN1CCN(S(=O)(=O)c2ccc(NC(C)=O)cc2)CC1	95	-10	104	-16	-6	25	-2	35	104	-5	-10
Cc1ccccc1N1C(=O)C(Oc2ccc(Cl)cc2)C1CNC(C)(C)C (centres undefined)	103	-3	102	2	-1	-24	-5	5	103	-4	2
Cc1ccc(OCC(=O)Nn2cnc3ccccc32)cc1	96	-2	98	-2	0	-14	7	-7	95	-2	-1
CN1CC(c2ccccc2)C(c2ccc(Cl)cc2)=N1 (centres undefined)	92	-6	92	0	-2	-51	-5	-3	99	-4	-3
O=C(O)CSc1ncnc2sc3c(c12)CCC3	89	2	92	3	4	x	12	x	89	6	4
CC1(C)CC(N=Cc2c(O)n(Cc3ccc4c(c3)OCO4)c(=O)c3ccccc23)CC(C)(C)N1	u	0	101	-3	1	-16	1	15	100	0	-3
COc1cccc(CNC(=O)CCC2CCCN(C(=O)C3=CC(=O)CC(C)(C)O3)C2)c1 (centres undefined)	105	-3	105	-7	-2	-17	2	5	105	-1	-8
CCN(CC)S(=O)(=O)c1c(OC)cc(C)c(Cl)c1C	103	-1	100	-5	1	-24	-2	-37	99	-3	-4

Screening results from PubChem.
